NCI-60 one-dose screen, 48 h, at 10 µM unless noted. Numbers give growth in % (100 = growth as untreated, 0 = no growth, -100 = all killed).
BT-549 = BT-549 breast cancer. AID 1794793. hit rate 4.4% among 78,000
UACC-257 = UACC-257 melanoma; hit rate 4.4% among 78,000; AID 1794764
UACC-62 = UACC-62 melanoma; hit rate 5.4% among 81,000; AID 1794756
T-47D = T-47D breast cancer; hit rate 5% among 79,000
LOX IMVI = LOX IMVI melanoma | hit rate 7.4% among 79,000 | AID 1794757
HS 578T = HS 578T breast cancer | hit rate 4.1% among 78,000
MALME-3M = MALME-3M melanoma. hit rate 5.8% among 78,000
SK-MEL-2 = SK-MEL-2 melanoma | hit rate 4.7% among 77,000
The depositor's hits bear a star; · = not tested or not shown; & = joins results of further samples. The calls were made as follows: active = growth percent below 10; inactive = the rest.

Under each structure: HS 578T	T-47D	MALME-3M	UACC-62	BT-549	SK-MEL-2	UACC-257	LOX IMVI
Nc1c(-c2nc3ccc(Br)cc3c(=O)[nH]2)nnn1-c1ccccc1
  91.8	78.3	86.8	93.9	63.1	94.6	95.9	80.4
O=C(Nc1nc2ccc(F)cc2s1)c1cccnc1Nc1ccc(Cl)cc1
  39.6	-0.4*	3.7*	28.4	31.8	54.4	43.0	48.3
CC(=O)Oc1ccc(NC(=O)c2cccc(N3C(=O)CCC3=O)c2)cc1
  102.3	96.4	104.9	109.6	97.6	96.4	·	98.3
O=C(Nc1ccncc1)C(=O)c1cn(S(=O)(=O)c2cccc3ccccc23)c2ccccc12
  100.1	70.9	·	63.7	·	68.2	89.0	61.5
CCC1S/C(=N\N=C(/C)c2ccco2)N(c2ccccc2)C1=O (configuration not stated)
  230.9	106.8	79.6	92.0	105.9	112.4	109.2	99.5
O=C(Nc1ccc([N+](=O)[O-])cc1)C(c1ccccc1)c1ccccc1
  95.8	81.9	107.6	89.1	106.1	108.6	95.8	81.6
CN(C)c1cccc(S(=O)(=O)O)c1
  137.7	104.9	105.1	108.0	126.2	115.5	109.6	103.8
O=C(O)CNc1ccc(S(=O)(=O)c2ccc(NCC(=O)O)cc2)cc1
  101.7	106.6	95.9	106.9	98.9	104.3	86.3	98.1
O=C(Nc1cc(-c2ccccc2)nn1-c1ccccc1)c1ccc(Cl)cc1
  88.5	·	96.5	70.8	108.1	115.6	101.8	97.0
Cc1ccc(S(=O)(=O)NC(=O)CCC(=O)Nc2ccc(S(N)(=O)=O)cc2)cc1
  94.9	90.3	98.8	97.3	98.8	107.1	100.5	102.7
CC1(C)O[C@@H]2CC3C4C[C@H](F)C5=CC(=O)CC[C@]5(C)C4[C@@H](O)C[C@]3(C)[C@]2(C(=O)CO)O1 (some centres not stated)
  106.9	89.6	83.2	104.2	86.6	118.9	106.1	94.9
Cc1cc(C)c(C(=O)CCC[n+]2ccccc2)c(C)c1
  106.2	49.0	88.2	99.9	72.0	73.3	89.6	98.7
NN=C1CCC(=NN)CC1
  101.5	92.8	96.2	91.0	105.9	92.5	92.0	78.2
OCCOc1ccc(OCCO)cc1
  105.7	109.3	97.5	98.0	·	111.5	100.7	98.5
O=C(O)c1cc(N2C(=O)/C(=C\c3ccc(-c4ccccc4F)o3)SC2=S)ccc1O
  94.4	104.9	97.2	95.0	111.4	103.4	103.1	96.5
CCOC(=O)C1=C(N)Oc2c(sc3c(F)cccc23)C1c1ccc(O)cc1 (configuration not stated)
  31.9	26.5	54.4	26.3	23.3	14.3	49.8	36.4
COc1cc(C2CC(c3ccccc3)=Nc3c(N)nc(N)nc3N2)ccc1Oc1nc(NCCO)nc(N2CCOCC2)n1 (configuration not stated)
  78.9	90.0	93.3	97.1	92.6	99.7	101.2	106.6
COc1ccc2c(c1)CC/C(=C\c1cccnc1Br)C2=O
  118.5	72.6	105.3	·	100.0	100.8	101.3	91.8
O=C(/C=C/c1ccccc1)Nc1ccc(-c2nc3ccccc3c(=O)[nH]2)cc1
  72.4	83.2	109.2	88.0	94.6	78.8	88.2	99.9
CC1CCCN(CC(O)CN2CCN(CC(O)CN3CCCC(C)C3)C(C)C2)C1 (configuration not stated)
  97.1	105.8	108.1	98.2	114.1	105.3	113.2	94.6
CCOC(=O)C(Cc1ccc([N+](=O)[O-])cc1)N1C(=O)c2ccccc2C1=O (configuration not stated)
  108.3	103.0	98.2	100.6	95.9	·	90.4	102.5
O=C(c1ccc(Cl)cc1)N1CCCCC1
  23.2	91.5	109.0	95.0	104.7	101.5	94.0	97.6
O=C(O)CCOc1ccc(Cl)cc1
  105.2	96.3	104.0	95.6	113.0	95.1	85.9	95.9
N#Cc1c(-c2cccc([N+](=O)[O-])c2)nc(SCC(=O)c2ccccc2)[nH]c1=O
  97.3	103.1	99.3	95.1	104.0	114.7	102.5	97.2
N#Cc1c(-c2ccc(F)cc2)nc(N/N=C/c2c[nH]c3ccccc23)nc1N1CCOCC1
  34.4	76.4	-63.5*	61.8	75.5	53.4	-48.8*	20.6
O=C1/C(=C/c2cn(-c3ccccc3)nc2-c2cccc([N+](=O)[O-])c2)SC(=S)N1Cc1ccc2c(c1)OCO2
  98.6	97.6	111.0	107.2	96.4	107.3	100.3	98.1
CC(C)C(=O)Nc1cccnc1
  95.8	106.7	108.3	97.7	79.0	87.2	118.0	107.6
COc1ccc(/C=C2\SC(=O)N(Cc3cc4ccccc4nc3Cl)C2=O)cc1OC
  108.0	101.2	94.5	90.0	121.2	111.2	105.8	96.9
O=C1c2ccccc2S(=O)(=O)N1CCCN1C(=O)c2ccccc2S1(=O)=O
  101.3	98.7	112.8	93.5	103.7	99.2	89.9	95.1
CCOC(=O)/C(=C\c1ccc(OC)cc1)C(C)=O
  92.4	96.9	92.3	94.1	102.8	116.3	116.4	97.4
C[C@@H](O)C[C@@H](C[C@H](C)c1ccc2ccccc2c1)c1ccccc1
  107.1	65.8	97.7	89.4	100.8	106.6	·	98.1
O=C(c1ccc(-c2ccc3[nH]c(=O)nc(-c4ccccc4)c3c2)cc1)N1CCOCC1
  99.7	78.1	91.2	101.6	91.9	93.4	107.3	96.5
COCCn1cc(-c2nc(-c3cn(CCOC)c4ncccc34)cs2)c2cc(F)ccc21
  70.8	-11.9*	95.3	61.8	51.7	73.8	69.5	64.3
O=C1c2ccccc2C(=O)c2c(N=Nc3sc(Nc4ccc(Cl)cc4)nc3O)cccc21
  112.1	91.9	108.5	100.9	111.6	92.7	86.4	106.4
O=S(=O)(Cl)c1ccccc1Cl
  114.8	117.5	·	107.6	94.1	120.0	102.7	100.1
COc1ccc(/C=N/NC(=O)c2ccc(S(C)(=O)=O)cc2)cc1OC
  102.0	96.6	107.2	92.7	108.8	91.0	·	101.6
COc1nc2c(c(=O)n1C)CN(c1ccccc1)C(=O)C(C)N2 (configuration not stated)
  104.9	95.5	·	91.7	·	90.8	93.5	91.6
COc1ccc(-c2nc(SCCC(C)C)nc(Nc3ccc(F)c(Cl)c3)c2C#N)cc1
  65.0	72.4	84.2	97.5	97.1	120.0	103.1	76.4
Nc1ccc(S(=O)(=O)c2ccc(NC(=O)c3ccc(-n4c(=O)[nH]c5ccccc5c4=O)cc3)cc2)cc1
  112.1	104.1	104.5	100.4	105.9	111.9	98.1	108.3
CC(=O)CSc1nc(-c2cc3ccccc3o2)cc(-c2ccc(Cl)cc2)c1C#N
  107.0	99.5	111.6	92.6	128.7	85.3	113.9	95.7
Nc1nc(-c2ccccc2)c(CCCOc2ccc([N+](=O)[O-])cc2)c(=O)[nH]1
  92.9	·	139.8	82.7	102.4	103.9	108.5	95.7
O=C(N=Nc1c(O)[nH]c2ccc(Cl)cc12)c1cc(-c2ccccc2)on1
  100.6	98.3	86.7	96.9	104.8	108.0	114.4	99.0
Cc1nn(-c2cc(=O)[nH]c3ccc(Br)cc23)c(N)c1C#N
  103.1	91.8	102.5	100.1	111.4	96.9	109.3	99.6
CC(C)(C)c1ccc(N)c([N+](=O)[O-])c1
  111.7	105.2	107.9	88.7	110.7	111.8	107.9	107.3
O=c1oc2ccccc2cc1-c1nnc(SCc2ccccc2)o1
  91.5	89.7	95.2	96.9	82.8	111.1	111.8	95.1
C=C[C@]1(C)C=C2C(=O)[C@@]3(O)OC[C@@]4(CCCC(C)(C)C43O)C2(O)C(O)C1 (some centres not stated)
  90.3	20.9	5.2*	86.3	·	-0.4*	·	12.2
CCOC(=O)c1cccc([N+](=O)[O-])c1
  100.2	88.4	104.8	107.3	106.8	99.3	84.4	97.8
Clc1ccc(/C=N/N=c2\scc(-c3ccccc3)n2/N=C/c2ccc(Cl)cc2)cc1
  112.0	90.1	109.4	101.4	104.1	100.0	88.3	100.7
O=S(=O)(O)NC1CCCCC1
  101.5&121.1	98.7&107.8	82.0&115.2	95.0&106.4	110.6&115.6	97.7&117.5	99.5&103.8	100.7&97.8
CCOC(=O)c1cnc2cc(Cl)c(F)cc2c1Nc1cccc(S(N)(=O)=O)c1
  98.4	84.2	108.9	89.3	67.8	113.9	108.7	102.6
COc1cc2ccn(CC(=O)N[C@@H](CC(C)C)B(O)O)c(=O)c2cc1OC
  101.1	86.6	106.1	97.7	105.6	115.4	104.7	·
COc1ccc(CCC(=O)c2ccccc2)cc1
  ·	93.1	98.6	91.6	95.7	106.7	110.7	100.2
O=c1oc2c(c3ccccc13)CCCC2O (configuration not stated)
  106.4	96.0	106.2	93.4	105.2	·	106.8	104.3
COc1ccc2c(c1)/C(=C\c1ccc(O)cc1)C(=O)N2
  97.7	81.0	102.6	100.1	93.1	106.4	105.2	89.1
COc1ccc(C2CC(n3nnnc3-c3ccccc3)=NN2)cc1 (configuration not stated)
  99.0	46.3	73.9	13.4	81.4	69.3	101.0	22.0
Oc1cccc(O)c1
  108.3&126.8	104.7	109.3&103.0	99.9	107.4&120.2	90.1&128.8	103.6&101.0	96.2&100.2
Oc1ccc(Cl)c(Nc2nc(SCCN3CCOCC3)nc3c2cnn3CC(Cl)c2ccc(Br)cc2)c1 (configuration not stated)
  -15.5*	0.0*	12.2	39.9	·	20.6	28.2	-59.3*
C/C=C(\C)C(CC)(C(=O)OCC)C(=O)OCC
  112.3	·	105.5	101.5	99.8	115.3	94.3	98.5
O=C1C=CC2C=CC1C=C2
  98.5	100.0	·	92.9	118.0	109.0	95.8	94.8
Clc1ccc(OCc2nc(Cc3ccccc3)n[nH]2)c(Cl)c1
  101.3	86.8	96.0	·	93.2	90.8	99.5	94.3

More entries
Under each structure: HS 578T	T-47D	MALME-3M	UACC-62	BT-549	SK-MEL-2	UACC-257	LOX IMVI
ICI
  125.1	105.0	110.3	102.0	101.2	117.6	91.9	118.1
N#Cc1c(-c2cc(=O)oc3ccc(Cl)cc23)cc(-c2cc3ccccc3oc2=O)nc1N
  91.6	81.8	86.6	79.3	94.5	87.2	95.4	91.6
Fc1ccc(F)c(Nc2ccccc2)c1
  107.0	94.3	124.7	100.6	107.0	111.1	95.9	99.5
CC(=N)C1=C(O)COC1=O
  102.6	97.4	103.6	94.6	110.7	96.4	89.5	100.9
Cc1oc2c(C(=O)N/N=C\c3ccc(O)cc3O)c[nH]c2c1C
  58.2	25.7	5.3*	2.0*	-8.9*	·	17.8	-8.0*
O=C(O)C1CC(Br)C(Br)CC1C(=O)O (configuration not stated)
  106.1&115.0	102.8&98.5	110.9&101.5	92.7&99.3	112.5&108.0	97.4&100.6	100.8&96.4	99.7&103.2
Cc1ccc(-c2nc3cc4nc5ccccc5nc4cc3n2CC(=O)ONN)o1
  108.5	96.6	110.9	98.9	107.4	102.0	97.8	97.2
COc1ccc([C@@H]2CCC[C@H](/C=C/P(=O)(OC)OC)O2)cc1
  102.3	107.1	113.8	100.4	110.3	135.6	86.2	111.2
